Bioassay records deposited in PubChem BioAssay by several laboratories.
SF1 activator: activators of human nuclear receptor SF-1. Q13285. CHO-K1 Gal4-SF-1 LBD luciferase reporter; % increase over DMSO SF-1-specific signal. activation, % at 10 µM. 65,000 tested, 1.9% active. AID 522;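 active means activation above the mean activation of all tested compounds plus 3 SD, cut at about 50% in these data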
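Assay system – CHO-K1 cells with Gal4–hSF-1 LBD chimera plus Gal4-driven luciferase · Quantity – 4,000 cells per well · Times – compound added 1 h post-seeding, 20 h exposure at 37 °C, 5% CO2 · Measured by – luciferase light emission · Benchmarks – DMSO and mock-transfected background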
Hsp90 block: displaces geldanamycin probe from tumor Hsp90; NCI-N417 lysate Hsp90, Cy3B-geldanamycin FP displacement; inhibition, % at 30 µM; 64,000 tested, 0.35% active; AID 429;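 active means inhibition above 50%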;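 further: 0% = tracer plus lysate wells and 100% = tracer alone without lysate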
Cdc25B inh: human M-phase inducer phosphatase 2 inhibition | recombinant Cdc25B, OMFP fluorescence Ex485/Em525 | 65,000 tested, 0.1% active | inhibition, %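 (compounds tested at 10 µM final in the well)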 | P30305 | AID 368; in the data active means inhibition above about 50%
D1 allo mod: allosterically modulates the human D1 dopamine receptor; P21728; HEK293 D1, CRE-luciferase, dopamine EC30 potentiation; actives deviate in either direction; B-score at 10 µM; 58,000 tested, 5.9% active; AID 641;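 active means luminescence count or its row- and column-corrected plate score outside the 99.7% band of the plate's sample wells, on either side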
MKP-1 inh: blocks human MKP-1 phosphatase activity | recombinant MKP-1, OMFP hydrolysis fluorescence | inhibition, %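 (compounds tested at a single concentration somewhere between 10 and 100 µM)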 | 65,000 tested, 0.15% active;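 active means inhibition above about 50%, limit read from the data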;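 further: 0% = DMSO max control wells and 100% = wells with enzyme stopped by NaOH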
FXIIa inh mix: inhibitors of human coagulation factor XIIa, pooled mixtures. 62,000 tested, 0.2% active. P00748. inhibition, % at 5 µM. purified FXIIa, fluorogenic substrate; in the data active means inhibition above about 20%, passing the limit was not always enough;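 further: 0% = enzyme without compound and 100% = no enzyme blank; some results filed as inactive read as strong as hits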
HER2 expr 66K: inhibitors of human Her2 kinase expression; AID 645; 65,000 tested, 0.69% active; P04626; HER2 level % of control, % at 10 µM; SKBR-3 HER2 protein level, AlphaScreen, 18-24 h; active compounds read low;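 active means HER2 level under 5% of the carrier-only control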;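 further: 100% = DMSO carrier and 0% = 500 nM PU-H71 HSP90 inhibitor; lower value means stronger loss of Her2 protein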
RORa activator: activates the human nuclear receptor RORA. 65,000 tested, 1.5% active. activation, % at 10 µM. P35398. CHO-K1 Gal4-RORA LBD luciferase reporter, luminescence; percent increase over mock-subtracted basal signal;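 active means activation above the mean of all tested compounds plus 3 SD, cut at about 49% in these data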;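 further: 0% = DMSO-treated RORA cells and 100% = added signal equal to DMSO minus mock-transfected cells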
Target sequence (P35398 whole entry, looked up, the tested form may be a part): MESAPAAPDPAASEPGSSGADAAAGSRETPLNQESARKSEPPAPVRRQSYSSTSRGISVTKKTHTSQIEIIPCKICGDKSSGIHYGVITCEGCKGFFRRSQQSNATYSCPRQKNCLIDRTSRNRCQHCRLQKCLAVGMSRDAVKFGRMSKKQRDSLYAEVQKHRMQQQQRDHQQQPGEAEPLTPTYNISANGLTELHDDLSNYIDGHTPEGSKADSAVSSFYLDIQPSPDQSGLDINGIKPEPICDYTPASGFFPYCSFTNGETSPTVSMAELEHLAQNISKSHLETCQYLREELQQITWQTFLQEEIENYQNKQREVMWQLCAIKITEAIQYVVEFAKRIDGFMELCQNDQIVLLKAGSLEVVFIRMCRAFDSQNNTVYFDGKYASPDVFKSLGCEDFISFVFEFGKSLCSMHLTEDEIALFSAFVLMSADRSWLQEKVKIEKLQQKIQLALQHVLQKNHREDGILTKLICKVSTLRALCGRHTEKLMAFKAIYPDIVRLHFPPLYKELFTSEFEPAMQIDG
TNAP act mid DEA: activators of human TNAP at intermediate phosphate acceptor; 64,000 tested, under 10 active; P05186; AID 813; purified TNAP, CDP-star luminescence, 100 mM DEA, 30 min; active compounds read high; scale: 0 levamisole-inhibited, 1 vehicle-only enzyme; activation factor at 20 µM;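 active means activation factor of at least 2 at 20 µM, relative to controls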
Target sequence (P05186 whole entry, looked up): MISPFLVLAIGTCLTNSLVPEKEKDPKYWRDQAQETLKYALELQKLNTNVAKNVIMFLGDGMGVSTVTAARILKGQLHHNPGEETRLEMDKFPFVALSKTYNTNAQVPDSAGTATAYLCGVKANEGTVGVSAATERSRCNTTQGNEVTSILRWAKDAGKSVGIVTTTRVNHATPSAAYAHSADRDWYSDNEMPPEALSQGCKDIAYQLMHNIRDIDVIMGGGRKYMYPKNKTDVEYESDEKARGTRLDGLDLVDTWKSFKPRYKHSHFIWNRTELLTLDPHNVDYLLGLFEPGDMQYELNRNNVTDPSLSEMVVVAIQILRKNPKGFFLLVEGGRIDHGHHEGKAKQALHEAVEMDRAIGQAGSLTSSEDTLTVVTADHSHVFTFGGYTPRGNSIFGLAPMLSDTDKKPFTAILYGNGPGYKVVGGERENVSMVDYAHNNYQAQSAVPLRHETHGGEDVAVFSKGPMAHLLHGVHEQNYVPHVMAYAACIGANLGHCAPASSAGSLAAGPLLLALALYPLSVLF
Numbers without * were called inactive; nt = no result given.

The first 14 compounds, ahead of the listing:
SMILES	SF1 activator	Hsp90 block	Cdc25B inh	D1 allo mod	MKP-1 inh	FXIIa inh mix	HER2 expr 66K	RORa activator	TNAP act mid DEA
CCOC(=O)c1c(C)[nH]c(C(=O)CSc2nnc(CC(C)c3ccccc3)o2)c1C (configuration not stated)	-27	-10	1	-0.0079	30	6	75	-3	1
CCC(=O)Nc1ccc(-c2nn3c(C)nnc3s2)cc1C	22	-4	2	-0.62	-11	3	94	6	0.9
CC1CCCCN1S(=O)(=O)c1ccc2c(c1)CCN2C(=O)CCC(=O)O (configuration not stated)	9	-4	-1	0.19	21	3	120	-20	1
Brc1cccc(-c2nnc3n2CCCCC3)c1	-8	0	6	-1.2	-6	4	91	-3	0.9
Cc1nn(-c2nc3ccccc3n2Cc2ccccc2)c2c1C(=O)CC(C)(C)C2	11	2	-10	0.51	4	4	81	6	1
CCOC(=O)c1cc(-c2ccco2)nc2c1c(C)nn2-c1ccccc1	-10	-3	-28	0.63	18	0	88	-2	0.9
Cc1ccc(N(CC(O)CN(C)C)S(=O)(=O)c2ccccc2)cc1 (configuration not stated)	-12	-2	-5	nt	-18	1	92	13	0.8
CCOC(=O)c1sc(=N)n(-c2ccc(OC)cc2)c1C	29	-2	-13	nt	-11	0	120	11	0.9
COc1ccccc1CN1CC(C(=O)N2CCN(c3ccc(F)cc3)CC2)CC1=O (configuration not stated)	-1	-5	-2	-0.69	5	-20	112	-14	0.9
Cc1ccccc1NS(=O)(=O)c1cc(C(N)=O)ccc1C	-2	-1	-5	nt	-19	-4	81	4	0.8
COc1cccc(C(=O)CN2CCC(NC(=O)NC3CCCCC3)CC2)c1	2	-1	13	-0.16	-7	8	141	-10	0.8
CCn1c(COc2cccc(C)c2)nnc1SCC(=O)N1CCCC1	-11	1	-7	0.49	27	-16	126	-4	0.9
CCCN1CCN(C(=O)c2cn(CC(C)C)c(=O)c3cc(OC)c(OC)cc23)CC1	7	-6	-8	-1.4	0	0	nt	4	0.9
CC(=O)c1c(C)nc2ccc(Br)cc2c1C(=O)O	0	-3	-4	0.24	2	11	104	6	1

All compounds of this part, previewed entries included:
SMILES	SF1 activator	Hsp90 block	Cdc25B inh	D1 allo mod	MKP-1 inh	FXIIa inh mix	HER2 expr 66K	RORa activator	TNAP act mid DEA
CCOC(=O)c1c(C)[nH]c(C(=O)CSc2nnc(CC(C)c3ccccc3)o2)c1C (configuration not stated)	-27	-10	1	-0.0079	30	6	75	-3	1
CCC(=O)Nc1ccc(-c2nn3c(C)nnc3s2)cc1C	22	-4	2	-0.62	-11	3	94	6	0.9
CC1CCCCN1S(=O)(=O)c1ccc2c(c1)CCN2C(=O)CCC(=O)O (configuration not stated)	9	-4	-1	0.19	21	3	120	-20	1
Brc1cccc(-c2nnc3n2CCCCC3)c1	-8	0	6	-1.2	-6	4	91	-3	0.9
Cc1nn(-c2nc3ccccc3n2Cc2ccccc2)c2c1C(=O)CC(C)(C)C2	11	2	-10	0.51	4	4	81	6	1
CCOC(=O)c1cc(-c2ccco2)nc2c1c(C)nn2-c1ccccc1	-10	-3	-28	0.63	18	0	88	-2	0.9
Cc1ccc(N(CC(O)CN(C)C)S(=O)(=O)c2ccccc2)cc1 (configuration not stated)	-12	-2	-5	nt	-18	1	92	13	0.8
CCOC(=O)c1sc(=N)n(-c2ccc(OC)cc2)c1C	29	-2	-13	nt	-11	0	120	11	0.9
COc1ccccc1CN1CC(C(=O)N2CCN(c3ccc(F)cc3)CC2)CC1=O (configuration not stated)	-1	-5	-2	-0.69	5	-20	112	-14	0.9
Cc1ccccc1NS(=O)(=O)c1cc(C(N)=O)ccc1C	-2	-1	-5	nt	-19	-4	81	4	0.8
COc1cccc(C(=O)CN2CCC(NC(=O)NC3CCCCC3)CC2)c1	2	-1	13	-0.16	-7	8	141	-10	0.8
CCn1c(COc2cccc(C)c2)nnc1SCC(=O)N1CCCC1	-11	1	-7	0.49	27	-16	126	-4	0.9
CCCN1CCN(C(=O)c2cn(CC(C)C)c(=O)c3cc(OC)c(OC)cc23)CC1	7	-6	-8	-1.4	0	0	nt	4	0.9
CC(=O)c1c(C)nc2ccc(Br)cc2c1C(=O)O	0	-3	-4	0.24	2	11	104	6	1
Cc1[nH]nc2c1C(c1ccccc1F)CC(=O)N2 (configuration not stated)	14	1	-10	0.29	6	11	84	10	0.9
O=C(COc1ccccc1)NC(Cc1c[nH]c2ccccc12)C(=O)O (configuration not stated)	2	-3	-4	0.26	14	2	87	-3	1
CCn1cc(NC(=O)Nc2ccccc2C(=O)OC)c(C(N)=O)n1	-2	9	-11	nt	34	1	98	-8	0.9
CCOC(=O)C1=C(C)NC(SCC(=O)Nc2cc(C)on2)=C(C#N)C1c1cccs1 (configuration not stated)	26	-11	-8	-5.3*	7	6	91	10	1
Cc1cnc(C(=O)Nc2ccc3c(c2)CCC3)cn1	40	-5	-12	1.2	14	1	117	30	0.9
COc1ccc(OC(C)C(=O)NC2CC(C)(C)NC(C)(C)C2)cc1 (configuration not stated)	8	-4	1	-0.26	2	2	110	-14	1
COc1ccc(-n2c(SCC(=O)NCC3CCCO3)nc3n[nH]c(C)c3c2=N)cc1 (configuration not stated)	12	-2	26	-0.26	16	-20	122	-2	1.2
COc1cccc(C(=O)N2CCN=C2SCc2cccnc2)c1OC	1	-3	-14	-0.071	4	-5	86	-28	1
Cc1ccc(-c2nnn(CC(=O)NC3CC4CCC3C4)n2)cc1 (configuration not stated)	-2	-1	2	0.033	-4	-1	68	-10	0.8
Cn1c(Cn2c(=O)sc3ccccc32)nnc1SCC(=O)NCc1ccccc1Cl	-24	-4	-10	-0.023	9	7	113	-15	0.9
Cc1ccc(SC(C)c2nc(-c3cccnc3)no2)cc1 (configuration not stated)	-2	-18	-14	0.18	-1	-5	99	5	0.9

(further entries)
SMILES	SF1 activator	Hsp90 block	Cdc25B inh	D1 allo mod	MKP-1 inh	FXIIa inh mix	HER2 expr 66K	RORa activator	TNAP act mid DEA
CCCCn1c(=N)n(CC(O)COc2ccc(C)cc2)c2ccccc21 (configuration not stated)	11	-3	-34	-1.6	-11	1	24	-5	1
CC(C)Cn1cc(C(=O)NCCCN2CCCC2=O)c2c3ccccc3n(C)c2c1=O	7	-2	-17	0.042	28	7	79	-6	1.1
Cn1c(=O)c2c(nc(N3CCCCCC3)n2CC(=O)c2ccccc2)n(C)c1=O	2	-1	-6	0.64	6	3	99	28	0.9
N#Cc1c(N)n(CCNC(=O)c2cccs2)c2nc3ccccc3nc12	-12	-10	-4	1.5	-19	1	73	-13	1
Cc1ccc(S(=O)(=O)N(C)c2ccc(OCC(=O)OCc3c(C)noc3C)cc2)cc1	-4	-2	0	0.75	2	9	113	-18	0.9
CC(C)(C)OC(=O)N[C@@H](Cc1c[nH]c2ccccc12)c1nnc(SCC(N)=O)o1	19	-5	9	-0.33	25	3	90	21	0.9
O=C(CN(C1CCCCC1)S(=O)(=O)c1ccccc1)N1CCCC1	12	nt	-11	-0.068	9	-1	87	-6	0.9
CCCn1c(SCC(=O)NC)nnc1C(C)C	10	2	-12	-0.12	-23	1	76	-2	1
CCOc1nc(-c2ccccc2O)nc2ccccc12	-11	3	1	nt	1	11	80	-7	0.8
Cc1cccc(Nc2nc(N)nc(CN3CCN(C)CC3)n2)c1	5	0	-2	-0.0043	-9	-13	81	0	0.9
CCOc1cc2[nH]c(=O)n(CCC(=O)NCCc3ccccc3)c(=O)c2cc1OCC	-5	1	-6	-0.52	16	-1	75	2	1
COC(=O)C1Sc2[nH]c(=O)sc2C2c3ccccc3OC(=O)C12 (configuration not stated)	-2	0	10	-0.44	-10	8	53	-11	0.9
Cc1cc(C)cc(N(C(=O)C2CCCC2)C2C=CS(=O)(=O)C2)c1 (configuration not stated)	-1	-3	-4	0.044	3	6	77	6	1
O=C(COC(=O)c1ccccc1Oc1ccccc1)NC1CCS(=O)(=O)C1 (configuration not stated)	-5	-4	-21	0.38	-8	2	117	-16	0.8
COc1ccccc1-c1nc(S(=O)(=O)c2ccc(Cl)cc2)c(N(C)C)o1	-22	-1	-15	0.84	2	-19	100	-16	0.9
CSc1nnc(-c2ccc(O)cc2)n1C	-20	-4	7	0.39	-24	-24	103	-2	0.9
CCOC(=O)Cn1c(=O)oc2cc(S(=O)(=O)N3CCN(c4ccccn4)CC3)ccc21	-14	-5	4	0.18	10	-20	60	17	0.9
Cn1c(SCc2cccc3ccccc23)nnc1-c1ccco1	15	-4	-3	0.13	4	-5	110	36	0.9
CCc1cccc(NC(=O)Cn2cccc2)c1	8	-4	-15	0.94	3	1	96	-8	0.9
CC(C)CCSc1nc(N)c(C#N)cc1C#N	4	-5	5	7.7*	1	7	105	10	1
COCCCn1cnc2c(c1=O)c1nc3ccccc3nc1n2CCc1ccccc1	-11	0	31	nt	13	-15	139	18	0.9
C=CCn1c(=O)c(C(=O)Nc2ccccc2OC)c(O)c2ccccc21	11	-1	-8	1.3	13	7	83	3	0.9
COc1ccccc1C(=O)NCCn1cc(SCC(=O)NCc2ccco2)c2ccccc21	4	-6	10	-0.52	4	nt	72	-15	nt
COc1nc(C#N)nc(N(C)C)n1	6	1	0	-4.3	-4	-2	139	25	1
CSc1ccccc1NC(=O)c1ccc(C)o1	-11	nt	-8	1.8	-1	1	135	13	1

Next section
SMILES	SF1 activator	Hsp90 block	Cdc25B inh	D1 allo mod	MKP-1 inh	FXIIa inh mix	HER2 expr 66K	RORa activator	TNAP act mid DEA
Cc1ccc(-n2nc3c(c2NC(=O)c2cccs2)CSC3)cc1	-4	-4	4	0.6	27	3	80	-9	0.9
CC(C)(Oc1cccc2ccccc12)C(=O)O	0	-2	-12	-0.35	8	-19	107	-2	0.9
Cn1cccc1-c1cc(C(=O)O)[nH]n1	-3	2	8	-0.73	1	8	87	-7	0.4
Cc1cc(-c2nc3ncccc3o2)ccc1N	-8	0	-10	-0.2	-10	5	97	5	0.8
CCN(CC)S(=O)(=O)c1ccc(Cl)c(C(=O)Nc2nnc(C)s2)c1	14	-4	-7	-0.16	2	4	110	7	0.9
COc1ccc2c(c1)cc(C(=O)O)n2C	0	-1	-9	0.084	-2	3	86	-18	0.8
O=C(CN1CCN(c2ccc(F)cc2)CC1)OCc1ccccc1	-12	-2	-6	-0.34	-21	-12	86	-12	1
Cc1cccc(NC(=O)C2CCCN2C(=O)OCC(C)C)c1C (configuration not stated)	-3	-1	-19	-1	18	8	110	-5	0.8
CCn1cnc2sc(C(=O)O)c(C)c2c1=O	-11	-15	2	1.3	-7	7	67	-1	0.9
COc1cc(C)nc(N2CCCC(C(=O)Nc3cccc(Cl)c3Cl)C2)n1 (configuration not stated)	-11	-5	-19	0.19	-5	2	25	3	0.8
O=C(Nc1ccccc1)N(CCc1nc2ccccc2[nH]1)C1CCCC1	24	0	6	nt	20	2	94	35	1
ON1C(c2ccc(Cl)cc2Cl)N(O)[C@H]2CCCC[C@H]21 (some centres not stated)	-10	nt	-9	-0.17	15	1	67	-11	0.9
CC(SCCc1ccccn1)C(=O)O (configuration not stated)	-14	-2	-62	-0.62	-12	2	64	0	0.8
Cc1onc(-c2ccccc2Cl)c1C(=O)N1CCN(c2cccc(Cl)c2)CC1	4	-5	-10	nt	7	1	59	19	0.9
